Screening data from PubChem BioAssay.
KAT2A inh: qHTS Assay for Inhibitors of GCN5L2 | GCN5L2 HAT assay, ThioGlo1 CoA-SH fluorescence | Potency, µM (titrated, usually from 58.9 µM), for the others: at the top dose activity change, negative = inhibition, hits mostly inhibitors | hit rate 0.21% among 390,000 | AID 504327, 2011
Target sequence (Q92830 whole entry, looked up): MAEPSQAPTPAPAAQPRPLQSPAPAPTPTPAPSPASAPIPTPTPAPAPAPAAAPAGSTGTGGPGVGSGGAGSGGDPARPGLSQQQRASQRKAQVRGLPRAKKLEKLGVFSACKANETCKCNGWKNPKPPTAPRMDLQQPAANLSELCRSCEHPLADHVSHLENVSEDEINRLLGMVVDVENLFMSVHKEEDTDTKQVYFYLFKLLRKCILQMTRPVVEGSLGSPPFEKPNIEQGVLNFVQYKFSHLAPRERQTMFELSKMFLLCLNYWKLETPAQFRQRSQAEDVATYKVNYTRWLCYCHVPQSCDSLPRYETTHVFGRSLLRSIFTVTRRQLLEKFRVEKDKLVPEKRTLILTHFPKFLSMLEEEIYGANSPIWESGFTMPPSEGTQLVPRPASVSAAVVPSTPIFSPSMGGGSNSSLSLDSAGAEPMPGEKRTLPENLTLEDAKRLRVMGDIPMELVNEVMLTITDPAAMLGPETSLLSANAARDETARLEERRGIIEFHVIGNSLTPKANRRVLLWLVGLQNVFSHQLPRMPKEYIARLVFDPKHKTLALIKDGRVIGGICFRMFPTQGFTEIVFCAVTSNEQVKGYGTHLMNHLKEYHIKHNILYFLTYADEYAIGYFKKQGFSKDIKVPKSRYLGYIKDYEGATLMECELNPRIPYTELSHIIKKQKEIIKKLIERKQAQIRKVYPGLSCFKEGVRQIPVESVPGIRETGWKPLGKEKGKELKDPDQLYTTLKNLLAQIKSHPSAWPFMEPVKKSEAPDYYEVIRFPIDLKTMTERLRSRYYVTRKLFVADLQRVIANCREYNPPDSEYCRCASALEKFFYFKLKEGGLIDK
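qHTS, 1536-well. 20nM enzyme, pH 7.5 HEPES/EDTA/Tween-20 buffer; 15 min compound preinc., RT. Start: 75uM H3(1-25), 70uM AcCoA, 50uM ThioGlo1. Read Ex340/Em540 at t=0 (autofluorescence flag) and t=20 min.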
DT40 TDP1 no CPT: qHTS for Inhibitors of human tyrosyl-DNA phosphodiesterase 1 (TDP1): qHTS in cells in absence of CPT; DT40 Tdp1-/- hTDP1 cells, no CPT, ATP luminescence, 48 h; Potency, µM (top dose mostly 46.2 µM), without a hit: at the highest dose activity change, negative = growth inhibition, hits mostly inhibitors; hit rate 15% among 420,000; also: nearly all actives have a fitted effect of over 55% in size
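Luminescent ATP content (CellTiter-Glo) served as the growth readout. Knockout chicken DT40 cells expressing human TDP1 were exposed to compounds without camptothecin for a minimum 48 hr at 37 °C.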
TDP1 cell CPT: qHTS for Inhibitors of human tyrosyl-DNA phosphodiesterase 1 (TDP1): qHTS in cells in presence of CPT; chicken DT40 Tdp1-/-;hTDP1 cells + 20 nM CPT, ATP luminescence, 48 h; Potency, µM (highest dose often 46.2 µM), for the others: at the top dose activity change, negative = growth inhibition, usual class: inhibitors; hit rate 12% among 420,000; AID 686979, 2013; also: nearly all actives have a fitted effect of over 55% in size
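Chicken DT40 Tdp1-/- cells stably complemented with human TDP1 were seeded at 400 cells/well in medium containing 20 nM camptothecin, exposed to pin-transferred compounds, and grown at 37 °C for at least 48 hr. Viability was read as ATP luminescence.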
Starred values were filed as active, the others as inactive; u = inconclusive; x = not tested or not shown; [ ] = another dose, or the depositor's remark. Calls follow the shape of the dose curve; as a rule, active = well fitted curve in the direction sought with a large enough effect; inconclusive = small, poorly fitted or top-dose-only effect, or another doubt; inactive = no such curve, though single readings can be large; an effect the other way counts as inactive or inconclusive. % is scaled to controls: 0 for no effect and ±100 for the full control effect; potency is read from the fitted curve at half-maximal effect.

A first look (two entries):
SMILES | KAT2A inh | DT40 TDP1 no CPT | TDP1 cell CPT
CCCn1c(SCC(=O)Nc2cccc(C)n2)nnc1-c1ccco1 | -5% | -15% | -8%
Cc1ccc(NC(=O)CSc2nc3c(c(=O)[nH]2)CCC3)cc1C | 1% | -28% | u

Results, repeating the preview:
SMILES | KAT2A inh | DT40 TDP1 no CPT | TDP1 cell CPT
CCCn1c(SCC(=O)Nc2cccc(C)n2)nnc1-c1ccco1 | -5% | -15% | -8%
Cc1ccc(NC(=O)CSc2nc3c(c(=O)[nH]2)CCC3)cc1C | 1% | -28% | u
CC(C)(C)NC(=O)COC(=O)c1c2c(nc3ccccc13)CCC2 | -17% | 9.2µM* | u
COc1ccc2nc(NC3=NCCC3)sc2c1 | -19% | -7% | -3%
CNc1ccnc(-c2cccc(NS(C)(=O)=O)c2)n1 | -7% | 12% | 20%
COC(=O)C(=O)/C=C(\O)c1ccc(C)cc1 | -10% | -23% | -3%
Cc1ccc(S(=O)(=O)CC(=O)Nc2cccc(C)n2)cc1 | -2% | -26% | u
Cc1ccc2oc(=O)c3cnn(CC(=O)NCc4ccccc4Cl)c3c2c1 | -7% | 2% | 14%
Cc1ccc(CN2CC(C(=O)Nc3cccc(S(=O)(=O)N4CCCCC4)c3)CC2=O)cc1 (stereo not given) | -2% | u | -5%
Cc1c(C(=O)NCCNc2ncc(C(F)(F)F)cc2Cl)cccc1[N+](=O)[O-] | -6% | u | -19%
O=C(NCC(c1ccc(F)cc1)N1CCOCC1)c1cccnc1Sc1ccccc1Cl (stereo not given) | -1% | u | -24%
Cc1nc(C)n(CC(=O)NCC2Cc3cc(-c4ccsc4)cc(Cl)c3O2)n1 (stereo not given) | x | u | 0%
COc1cc(NS(=O)(=O)c2ccc(-n3cccn3)cc2)cc(OC)c1 | x | 12µM* | 13µM*
O=C(CN1C(=O)c2cccc([N+](=O)[O-])c2C1=O)NNC(=O)c1ccc(F)cc1 | -3% | 2% | 0%
COc1ccccc1OCCNC(=O)/C=C/c1ccc([N+](=O)[O-])cc1 | 1% | -30% | -9%
CCOC(=O)C1=C(N)N2C(=O)C(C)SC2=C(C(=O)OCC)C1c1cc(OC)c(OC)c(OC)c1 (stereo not given) | -15% | 16% | 5%
CN(C)S(=O)(=O)n1cc(/C=C(\NC(=O)c2ccccc2Cl)C(=O)N2CCCC2)c2ccccc21 | -3% | 7% | -27%
CCN(CC(O)Cn1c2ccccc2c2ccccc21)S(=O)(=O)c1ccc(C)cc1 (stereo not given) | 2% | u | 29µM*
Cc1ccc2oc(C(=O)Nc3nnc(CC(C)C)s3)c(C)c2c1 | -5% | 3% | u
Cc1c(C(=O)O)sc(S(=O)(=O)N2CCN(C(=O)Cc3ccc(F)cc3)CC2)c1C(=O)O | 1% | -22% | -12%
O=C(COC(=O)COc1ccccc1[N+](=O)[O-])Nc1cccc(Br)c1 | -10% | -2% | -18%
CN1CCN(C(=O)CCC(=O)O)CC1 | -4% | 3% | 1%
Cc1nc(C)c(C(=O)C2=C(O)C(=O)N(CCCn3ccnc3)C2c2ccccc2)s1 (stereo not given) | -1% | 1% | 7%
CCC(C)N1CCN(S(=O)(=O)c2ccc(NC(C)=O)cc2)CC1 (stereo not given) | -3% | u | -27%
CSc1nc2sc3c(c2c(=O)n1-c1ccc(F)c(Cl)c1)CCN(C(C)=O)C3 | -1% | 3% | -10%

3 records picked at random from the list so far:
SMILES | KAT2A inh | DT40 TDP1 no CPT | TDP1 cell CPT
CC(C)(C)NC(=O)COC(=O)c1c2c(nc3ccccc13)CCC2 | -17% | 9.2µM* | u
O=C(NCC(c1ccc(F)cc1)N1CCOCC1)c1cccnc1Sc1ccccc1Cl (stereo not given) | -1% | u | -24%
Cc1ccc(NC(=O)CSc2nc3c(c(=O)[nH]2)CCC3)cc1C | 1% | -28% | u

Back to the main list, starting seven compounds before the break.
SMILES | KAT2A inh | DT40 TDP1 no CPT | TDP1 cell CPT
Cc1ccc2oc(C(=O)Nc3nnc(CC(C)C)s3)c(C)c2c1 | -5% | 3% | u
Cc1c(C(=O)O)sc(S(=O)(=O)N2CCN(C(=O)Cc3ccc(F)cc3)CC2)c1C(=O)O | 1% | -22% | -12%
O=C(COC(=O)COc1ccccc1[N+](=O)[O-])Nc1cccc(Br)c1 | -10% | -2% | -18%
CN1CCN(C(=O)CCC(=O)O)CC1 | -4% | 3% | 1%
Cc1nc(C)c(C(=O)C2=C(O)C(=O)N(CCCn3ccnc3)C2c2ccccc2)s1 (stereo not given) | -1% | 1% | 7%
CCC(C)N1CCN(S(=O)(=O)c2ccc(NC(C)=O)cc2)CC1 (stereo not given) | -3% | u | -27%
CSc1nc2sc3c(c2c(=O)n1-c1ccc(F)c(Cl)c1)CCN(C(C)=O)C3 | -1% | 3% | -10%
O=c1[nH]cc(S(=O)(=O)N2CCN(c3cccc(Cl)c3)CC2)c(=O)[nH]1 | -4% | 19% | 1%
Cc1ccc(S(C)(=O)=O)cc1C(=O)NC(C)C1CC2CCC1C2 (stereo not given) | -7% | 1% | -19%
COc1nc(NCCN2CCOCC2)nc(Nc2ccccc2)n1 | -2% | 8% | 27%
CC(C)C(c1nnnn1C(C)(C)C)N1CCC(Cc2ccccc2)CC1 (stereo not given) | -5% | u | u
COc1ccc(C(=O)CC(C#N)c2ccc3c(c2)OCO3)cc1OC (stereo not given) | x | 21µM* | u
COc1ccc(-c2csc(NC(CO)c3nc4ccccc4n3Cc3ccc(C)cc3)n2)cc1 (stereo not given) | x | u | 26µM*
CN(C(=O)c1ccco1)c1ccccc1C(=O)O | 0% | 2% | -3%
COc1ccc2c(c1)CCc1cnc(-n3ncc(C(=O)NCCCc4ccncc4)c3C)nc1-2 | x | 18µM* | -2%[9.04 µM]
Cc1cc(=O)n2[nH]c(N)c(N=Nc3ccccc3)c2n1 | -4% | 29µM* | u
CCCNc1ncccc1C(N)=O | -4% | -11% | -7%
Cc1ccc(Cl)c2sc(N3CCN(C(=O)C4CC4)CC3)nc12 | -7% | u | -6%
CCOC(=O)c1ccc(CNC(=O)c2cc(COc3ccccc3SC)on2)o1 | -13% | u | -23%
CC(C)CCSc1cc(NCCO)c([N+](=O)[O-])c2nonc12 | -20% | u | u
CC(=O)/C(=C/c1ccc(N(C)C)cc1)C(=O)c1ccccc1 | -5% | u | u
O=C(COc1ccccc1Br)c1ccc(O)cc1O | -10% | -15% | -23%
CC1(C)CC(=O)C(C=NCC2CCCO2)=C(O)C1 (stereo not given) | -1% | -10% | 0%
Cc1ccc([N+](=O)[O-])cc1NC(=O)c1ccoc1C | -3% | -24% | u
CC(C)C[C@H]1CNC(=S)N1CC1CCCN1C[C@H](CC(C)C)N1C[C@H](Cc2ccc(O)cc2)N(CC2CCCCC2)C1=S (stereo not given in full) | x | 18µM* | u
CC(C)(Oc1ccc(Cl)cc1)C(=O)Nc1ccc2oc(=O)ccc2c1 | -7% | -21% | -29%
O=C(Nc1ccccc1)Nc1cc(Cl)cc(Cl)c1 | -4% | 12µM* | 6.5µM*
O=C(Cn1c(=O)n(CCc2c[nH]c3ccccc23)c(=O)c2cccnc21)Nc1ccccc1F | -3% | 23µM* | 15µM*
C=CCN1CC(C(=O)N2CCC(Cc3ccc(Cl)cc3)(C(=O)OCC)CC2)CC1=O (stereo not given) | 1% | -26% | u
COC(=O)C1C(=O)C(C(=O)/C=C/c2ccco2)C(=O)CC1(C)C (stereo not given) | x | 4%[9.04 µM] | 5%[9.04 µM]
COc1ccccc1C(=O)NC(C)C(c1cccs1)N1CCOCC1 (stereo not given) | 3% | u | u
COCc1cc(C)nc(SCC(=O)NCc2ccco2)c1C#N | -5% | -8% | -17%

Carrying on:
SMILES | KAT2A inh | DT40 TDP1 no CPT | TDP1 cell CPT
Cc1ccc([C@H]2C[C@@H](n3cc(C4CC4)nn3)[C@H](O)CN2CC2CCCCC2)cc1 | x | u | u
O=C(CSc1ncn[nH]1)Nc1nc(-c2cccc([N+](=O)[O-])c2)cs1 | -2% | u | u
Cc1cccc(-c2nc(CSCC(=O)N3CCN(c4ccccc4)CC3)c(C)o2)c1 | -6% | u | u
Cc1nnc(SCc2ccccc2)n(N)c1=O | 4% | 5% | 10%
CCOc1ccccc1NC(=O)C1CCN(C(=O)Cc2ccccc2)CC1 | -7% | -18% | 0%
COc1cc(NC(=O)CSc2nc3ccccc3cc2C)c(C(=O)O)cc1OC | 0% | 7% | -2%
C=C1CC2C=C(NC(C)=O)CC(C1)C2 (stereo not given) | -1% | -25% | u
Cc1cccnc1NS(=O)(=O)c1ccccc1 | x | 0% | -24%
CCN(CC)C(=O)CSc1nc2c(sc(=S)n2-c2ccccc2)c(=O)n1-c1ccc(OC)cc1OC | 0% | u | u
O=C(O)c1ccccc1C(=O)NCc1ccc(F)cc1 | 18% | -6% | -6%
CC12CCC(C(=O)N(Cc3ccccc3)Cc3ccccc3)(OC1=O)C2(C)C (stereo not given) | -28% | u | 18µM*
C=CCc1cccc2cc(C(=O)NC3CCCC3)c(=O)oc12 | -2% | -8% | 6%
CC1CC(O)C(C)CN1 (stereo not given) | -1% | -5% | 15%
Oc1c(C(c2ccccc2Cl)N2CCCC2)sc2nc(-c3ccco3)nn12 (stereo not given) | -5% | u | u
CCOC(=O)NC(=O)c1cn(Nc2ccccc2)c(=O)[nH]c1=O | -2% | -3% | 1%
CC1(c2ccc(NC(=O)c3ccccc3F)cc2)CC1(Cl)Cl (stereo not given) | -12% | u | u
CC1(C)[C@@H]2CC[C@@]1(C)[C@H](OC(=O)CSC#N)C2 | x | u | -22%
Cc1cccc(C)c1NC(=O)CS(=O)CC(=O)N1CCN(c2ccccc2)CC1 (stereo not given) | -5% | -25% | -13%
CCC1C=C(c2ccccc2)C=CN=C1N(CC)CC (stereo not given) | 1% | u | u
N#Cc1c(-c2cccs2)cc(-c2cccnc2)nc1N | -19% | u | u
CCNC(=S)N1CCN=C1Nc1nc(C)cc(C)n1 | -13% | 23% | 19%
CCn1c(COc2cccc(OC)c2)nnc1SCC(=O)NCC1CCCO1 (stereo not given) | -24% | 0% | 2%
O=S(=O)(c1ccc2[nH]c3c(c2c1)CCCC3)N1CCCCC1 | -17% | 23µM* | u
N#CC1(NC(=O)CSc2nncn2-c2ccccc2F)CCCC1 | -2% | 3% | -1%
Cn1c(=O)c2c(nc(N/N=C3\CCCc4ccccc43)n2Cc2ccc(F)cc2)n(C)c1=O | -2% | u | u

(cont.)
SMILES | KAT2A inh | DT40 TDP1 no CPT | TDP1 cell CPT
CCc1ccc2ncc3c(-c4ccc(C)cc4)nn(CC(=O)NCc4ccccc4)c3c2c1 | -2% | -13% | -20%
NC(=O)CC(NC(=O)OCc1ccccc1)C(=O)O (stereo not given) | 0% | 5% | -3%
Cc1cc(C)n2c(Nc3ccccc3)c(-c3ccc(C)o3)nc2n1 | x | u | u
CCc1cccc(CC)c1NC(=O)C(CC)n1nc(C)n2c(cc3cc(C)ccc32)c1=O (stereo not given) | -6% | 21µM* | u
CCCCNC(=O)c1nc(C2CCN(S(=O)(=O)c3csc(C(=O)O)c3)CC2)oc1-c1ccccc1 | x | 1% | -6%
Cc1cc(C)cc(-n2nnnc2SCC(=O)Nc2cccc(NC(=O)c3ccco3)c2)c1 | -1% | u | u
COc1cc(/C=N/NC(=S)Nc2cccc(C(=O)O)c2)ccc1O | -7% | -10% | -7%
CSC1=N/C(=C\C=C\c2cccs2)C(=O)S1 | -33% | u | 15µM*
O=C(c1cnccn1)N1CCC[C@@]2(CCN(Cc3nccs3)C2)C1 | -10% | -4% | 8%
COc1cccc(NC(=O)COC(=O)c2c(-c3ccccc3)noc2C)c1 | -8% | 3% | -11%
CC(O)(c1cccnc1)c1nc(/C=C/c2ccccc2)cs1 (stereo not given) | x | 21µM* | u
O=C(CSc1nc(Nc2ccccc2)nc(N2CCOCC2)n1)Nc1ccc([N+](=O)[O-])cc1 | -4% | 15µM* | 18µM*
O=C(O)CN1C(=O)Nc2ccc(Br)cc2C1c1ccccc1 (stereo not given) | -12% | -14% | -2%

Copied from the list.
Under DT40 TDP1 no CPT, `NC(=O)CC(NC(=O)OCc1ccccc1)C(=O)O` (stereo not given) is listed with 5%
Under KAT2A inh, `CSC1=N/C(=C\C=C\c2cccs2)C(=O)S1` is listed with -33%
Under DT40 TDP1 no CPT, `CC(O)(c1cccnc1)c1nc(/C=C/c2ccccc2)cs1` (stereo not given) is listed with 21µM*
Under TDP1 cell CPT, `O=C(CSc1nc(Nc2ccccc2)nc(N2CCOCC2)n1)Nc1ccc([N+](=O)[O-])cc1` is listed with 18µM*
Under KAT2A inh, `COc1cc(/C=N/NC(=S)Nc2cccc(C(=O)O)c2)ccc1O` is listed with -7%
